Assay outcomes as filed in PubChem.
CBFb RUNX1 block: CBF-beta/RUNX1 interaction disruption; Potency, µM (doses to about 59.8 µM), inactives show at the highest dose activity, negative = inhibition, usual class: inhibitors; AlphaScreen CBFb-His/RUNX1-biotin binding, biochemical; Q01196+Q13951; AID 1477; 230,000 tested, under 10 active; also: % of control where 0% means no effect
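AlphaScreen binding: CBFb-His and RUNX1-biotin (30 nM each) preincubated 20 min, compound added for 15 min, then nickel and streptavidin beads for 90 min, all at room temperature. Disruption of the interaction by any mechanism counts as activity.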
Tau fibril FP: blocks human tau fibril formation measured by polarization. P10636. K18 P301L tau heparin fibrillization, Alexa594 FP, 6 h. Potency, µM (top dose mostly 57.7 µM), for the others: top-dose activity, negative = inhibition, most hits filed as inhibitors. hit rate 0.39% among 280,000. AID 1468; also: potency is read from the fitted curve at half-maximal effect; % is scaled to controls: 0 for no effect and ±100 for the full control effect; nearly all actives have a fitted effect of over 55% in size
Target sequence (P10636 561-689 P618L limits assumed): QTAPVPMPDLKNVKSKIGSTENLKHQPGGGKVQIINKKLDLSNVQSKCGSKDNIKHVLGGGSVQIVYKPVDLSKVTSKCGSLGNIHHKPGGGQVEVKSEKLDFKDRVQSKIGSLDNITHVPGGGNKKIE
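Quantitative HTS format: compounds meet 15 uM recombinant K18 P301L tau and Alexa 594-tau tracer in 100 mM sodium acetate pH 7; 20 uM heparin triggers fibrillization at 37 C over 6 hr; FP gives the signal.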
TRb-SRC2 inh: TRbeta-SRC2 interaction inhibition. P10828. TRbeta-SRC2 peptide binding, fluorescence polarization; receptor liganded with 1 µM T3. Potency, µM (top dose mostly 106 µM), for the others: top-dose activity change, negative = inhibition, most hits filed as inhibitors. hit rate 0.065% among 280,000. AID 1469;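 also: potency is read from the fitted curve at half-maximal effect; plate controls were bound peptide for no effect and peptide without receptor for full effect; nearly all actives have a fitted effect of over 50% in size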
Target sequence (P10828 whole entry, looked up): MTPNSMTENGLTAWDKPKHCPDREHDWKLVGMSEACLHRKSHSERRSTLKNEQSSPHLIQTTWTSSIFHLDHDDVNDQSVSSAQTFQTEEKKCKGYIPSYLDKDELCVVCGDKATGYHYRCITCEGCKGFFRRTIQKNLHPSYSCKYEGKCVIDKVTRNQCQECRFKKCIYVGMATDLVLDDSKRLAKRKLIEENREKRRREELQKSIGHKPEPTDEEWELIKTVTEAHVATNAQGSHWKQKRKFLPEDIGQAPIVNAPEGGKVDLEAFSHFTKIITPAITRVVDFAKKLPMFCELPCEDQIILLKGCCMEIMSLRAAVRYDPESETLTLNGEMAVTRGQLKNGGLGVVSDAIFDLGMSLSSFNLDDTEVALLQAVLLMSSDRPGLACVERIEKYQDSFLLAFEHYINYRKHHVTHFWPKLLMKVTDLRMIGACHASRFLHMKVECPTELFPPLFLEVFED
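Quantitative HTS by FP: 0.6 uM TRb LBD, 20 nM labeled SRC2 20-mer, 1 uM T3, 5% DMSO; 5 hr ambient incubation; % activity per concentration and potencies from concentration series.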
Epigenetic reg: regulators of epigenetic silencing causing reporter derepression in mouse cells | murine LDR cells, GFP reporter derepression, 30 h | AID 1865 | hit rate 0.2% among 280,000 | Potency, µM (doses to about 53.9 µM), inactives show at the highest dose GFP activation, hits mostly activators; also: potency is read from the fitted curve at half-maximal effect; % of control where 0% means no effect; nearly all actives have a fitted effect of over 60% in size
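Reporter derepression read as number of fluorescent GFP-positive objects, 20-120 um in size, counted by laser-scanning cytometer. Mouse LDR line with an epigenetically silenced CMV-GFP locus; compound incubation 30 h, 37 C.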
Tau fluor counter: counter-screen for tau fibril formation inhibitors. tau K18 P301L Alexa594 fluorescence, heparin fibrillization. AID 1463. hit rate 0.93% among 280,000. Potency, µM (highest dose often 57.7 µM), without a hit: at the highest dose activity change, negative = decrease; also: potency is read from the fitted curve at half-maximal effect; % is scaled to controls: 0 for no effect and ±100 for the full control effect; nearly all actives have a fitted effect of over 55% in size
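Human tau K18 P301L (15 uM unlabeled, 0.24 uM Alexa 594-labeled) in 100 mM sodium acetate pH 7 with 20 uM heparin, 6 hr at 37 C. ThT 30 uM added, 1 hr ambient; Alexa 594 FP and total fluorescence read at 555/632 nm.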
TexasRed fluor: alters Texas Red total fluorescence, flagging assay interference. Potency, µM (doses to about 106 µM), without a hit: at the top dose fluorescence change, negative = quenching. TRb/SRC2 Texas Red total fluorescence interference. AID 1479. hit rate 0.29% among 280,000; active = well fitted curve in either direction with a large enough effect; inconclusive = small, poorly fitted or top-dose-only effect; also: potency is read from the fitted curve at half-maximal effect; % is scaled to controls: 0 for no effect and ±100 for the full control effect
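Flags fluorescent or light-absorbing compounds by total fluorescence, S + 2P, at 555 nm excitation and 632 nm emission. Mixture: 20 nM Texas Red SRC2 peptide, 0.6 uM human TRb LBD, 1 uM T3, 5% DMSO; compound exposure 5 h at ambient temperature.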
NPSR antagonist: neuropeptide S receptor (human) antagonism, cAMP; Q6W5P4; CHO-NPSR cells, cAMP TR-FRET, antagonist mode; Potency, µM (top dose mostly 38.3 µM), inactives show top-dose activity change, negative = inhibition, actives largely listed as inhibitors; hit rate 1% among 220,000; AID 1461; also: potency is read from the fitted curve at half-maximal effect; % is scaled to controls: 0 for no effect and ±100 for the full control effect; nearly all actives have a fitted effect of over 50% in size; many of its hits are not listed in these tables
GLA spleen mod: inhibitors or activators of human alpha-galactosidase in spleen homogenate; P06280; hit rate 0.008% among 240,000; human spleen homogenate, 4MU-alpha-Gal fluorescence, 40 min; Potency, µM (titrated, usually from 80 µM), without a hit: top-dose activity change, negative = inhibition, most hits filed as inhibitors;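 also: potency is read from the fitted curve at half-maximal effect; 0% = enzyme with vehicle and -100% = no enzyme basal signal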
Target sequence (P06280 32-429 limits assumed): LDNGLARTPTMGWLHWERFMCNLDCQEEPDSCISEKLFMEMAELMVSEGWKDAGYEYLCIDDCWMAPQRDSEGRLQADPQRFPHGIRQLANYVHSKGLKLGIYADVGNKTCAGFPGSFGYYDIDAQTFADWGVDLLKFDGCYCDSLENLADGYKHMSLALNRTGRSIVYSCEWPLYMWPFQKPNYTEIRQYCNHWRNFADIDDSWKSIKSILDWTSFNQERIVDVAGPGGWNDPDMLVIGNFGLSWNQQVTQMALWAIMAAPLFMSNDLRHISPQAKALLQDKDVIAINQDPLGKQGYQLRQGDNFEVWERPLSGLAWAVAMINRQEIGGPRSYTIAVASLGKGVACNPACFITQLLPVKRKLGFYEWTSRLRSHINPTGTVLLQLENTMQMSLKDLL
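qHTS titration in buffer at pH 5.0. Alpha-galactosidase activity in spleen homogenate was measured via 4-methylumbelliferone release from 1 mM fluorogenic substrate after 40 min at 37C and a pH 10 stop. AC50 came from Hill fits of control-normalized data.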
An asterisk follows results filed as active; u = inconclusive; x = no result given; & = joins results of further samples; [ ] = another dose, or the depositor's remark. Unless noted, calls follow the shape of the dose curve; as a rule, active = well fitted curve in the direction sought with a large enough effect; inconclusive = small, poorly fitted or top-dose-only effect, or another doubt; inactive = no such curve, though single readings can be large; an effect the other way counts as inactive or inconclusive. This is a subset (hit frequency here may not be typical).

SMILES	CBFb RUNX1 block	Tau fibril FP	TRb-SRC2 inh	Epigenetic reg	Tau fluor counter	TexasRed fluor	NPSR antagonist	GLA spleen mod
O=C(O)CSc1nc2ccccc2s1	5.1%&5.1%	-7.3%&1.1%	4.5%&4.2%	-1.4%&-0.8%	-12.6%&1.4%	-1.0%&-2.8%	-11.9%[7.67 µM]	0.8%&7.5%
COC(=O)c1c(NC(=O)C2CCC2)sc(C(=O)N(C)C)c1C	-1.2%	2.9%	1.6%	-4.5%	1.3%	0.1%	-5.6%[46.1 µM]	-0.1%
O=C(OC(C(=O)NC1CCCC1)c1ccc(F)cc1)c1ccno1 (stereo not given)	-1.8%	-0.7%	5.3%	-0.7%	1.2%	-3.0%	9.0%[46.1 µM]	-20.4%
CCN(CC)S(=O)(=O)c1ccc(Cl)c(C(=O)Nc2ccc(Cl)cc2[N+](=O)[O-])c1	u	11.2%	3.3%	0.0%	u	-5.8%	-13.6%	2.5%
O=C(C1CC1)N1CCN=C1SCc1cccc(C(F)(F)F)c1	-7.0%	3.2%	1.2%	-2.1%	-15.5%	-1.2%	-10.2%[46.1 µM]	2.4%
Cc1cc(-n2nc(C)cc2C)n2nc(C)c(-c3ccccc3)c2n1	4.1%	4.2%	-1.9%	0.0%	-8.9%	-0.4%	-4.1%[46.1 µM]	7.4%
O=C(CN(Cc1ccco1)S(=O)(=O)c1cccs1)Nc1ccccc1C(F)(F)F	10.4%	-2.3%	-3.6%	-4.2%	-10.6%	2.0%	-12.1%[46.1 µM]	10.3%
COc1ccc(-n2c(SC3CCOC3=O)nc3ccccc3c2=O)cc1Cl (stereo not given)	-6.9%	1.8%	0.3%	0.0%	-7.4%	-4.3%	-17.1%	3.5%
CCC(C)NC(C(=O)Nc1ccc(Cl)c([N+](=O)[O-])c1)c1ccccc1 (stereo not given)	-3.7%	6.7%	-7.0%	1.0%	-26.9%	8.4%	-32.7%	6.3%
CN1C=CC=C/C1=C1\SC(=S)N(N)C1=O	-4.9%	0.1%	-1.5%	11.7%	0.3%	-3.3%	-9.2%	-11.5%
CC(=O)Nc1ccc(S(=O)(=O)NCC(=O)OCC(=O)c2cc(C)n(-c3ccc4c(c3)OCO4)c2C)cc1	-14.1%	2.5%	-7.7%	0.0%	u	-0.2%	-32.9%	5.3%
CCOc1ccc(Nc2nc(CC(=O)OC)cc(=O)[nH]2)cc1	5.4%	-4.9%	1.0%	-1.1%	-15.2%	0.3%	-9.3%[46.1 µM]	7.0%
COc1ccc2nc(SCC(=O)Nc3ccc4c(c3)CCC4)[nH]c2c1	-9.7%	-2.4%	-0.1%	-0.7%	u	-2.0%	-15.8%	-13.6%
c1ccc(-c2ccc(OCCOCCn3cncn3)cc2)cc1	-5.0%	u	1.0%	0.0%	12.4%	-2.3%	-5.4%[46.1 µM]	5.3%
C=CCNc1nc2c3ccccc3n(C(C)=O)c2s1	-5.8%	u	-2.7%	-0.9%	u	-0.1%	-15.4%[46.1 µM]	6.8%
O=C(NCc1ccccc1Cl)c1ccc(S(=O)(=O)Nc2cccc(C(F)(F)F)c2)cc1	6.4%	u	-3.8%	-2.0%	u	0.2%	-25.6%	-17.5%
Cc1ccc(O)c(-c2cc(-c3ccccc3[N+](=O)[O-])[nH]n2)c1	-3.2%	8.8%	0.8%	-0.9%	u	2.0%	-27.2%	-0.9%
CCC(C)Sc1nnc(CSc2nc3nc(C)cc(C)n3n2)o1 (stereo not given)	-0.2%	-11.8%	-9.3%	2.0%	-2.9%	-1.6%	-12.8%[46.1 µM]	-4.9%
C=CCn1c(SCCC(=O)O)nnc1-c1cccs1	1.4%	3.1%	-4.7%	-1.0%	-9.7%	-1.9%	-0.5%	2.9%
CC(NC(=O)c1ccccc1Br)c1nnc(SCc2ccc([N+](=O)[O-])cc2)n1C (stereo not given)	0.7%	-4.9%	-3.1%	0.0%	-8.4%	-1.6%	-15.6%[46.1 µM]	26.1%
CCCc1nnc(NC(=O)Cc2coc3ccc(C)cc23)s1	x	-4.5%	1.3%	2.9%	-5.5%	-0.6%	x	x
CCC1(C)Cc2c(sc3nc(NN)n(C)c(=O)c23)CO1 (stereo not given)	3.9%	-10.9%	-13.7%	u	-27.4%	-1.3%	-5.3%[46.1 µM]	-2.0%
Cc1ccc(NC(=O)N2CCC(c3ccccc3)C2)cc1C (stereo not given)	1.8%	x	-0.5%&-1.3%	-3.5%&-0.5%	x	-0.3%&-15.9%	-7.2%	2.6%
Cc1nn2c(-c3ccncc3)ccnc2c1Br	3.4%	-10.3%	5.1%	2.4%	0.3%	-5.4%	15.7%	3.7%
CCOc1ccccc1CNC(=O)C1CCCN(c2nc3ccccc3o2)C1 (stereo not given)	5.1%	-4.8%	-3.7%	5.2%	-9.1%	-0.8%	-8.3%[46.1 µM]	2.4%
COc1ccccc1NC(=O)c1ccc(C)s1	8.3%	0.2%	-2.2%	0.0%	-3.6%	-2.0%	-5.2%[46.1 µM]	12.1%
COCCNC(=O)CCCn1c(=O)c2cc(OC)c(OC)cc2n(CC(=O)Nc2ccc(C)c(F)c2)c1=O	-2.1%	-5.0%	5.1%	-3.7%	-9.1%	-1.3%	-9.3%	-9.4%
COc1ccc(NC(C)=O)cc1NC(=O)CSc1nnc(-c2ccccn2)n1C	-5.6%	3.7%	0.8%	-1.0%	1.9%	-0.1%	-6.6%[46.1 µM]	-13.1%
Cc1ccc(-n2ncc(C(=O)NCCCN3CCc4ccccc4C3)c2C2CCN(C(=O)OC(C)(C)C)CC2)cc1C	x	4.7%	0.4%	0.8%	-4.7%	-16.2%	x	x
CCN(CCO)c1ccc(N=Nc2cc(C)[nH]n2)cc1	-8.5%	12.3%	5.7%	0.1%	-15.2%	-2.6%	-13.7%	-12.2%
CC1(C)CC(NS(=O)(=O)c2ccc(S(=O)(=O)N3CCOCC3)cc2)CCO1 (stereo not given)	0.3%	-1.6%	-2.6%	2.4%	-6.7%	0.7%	-4.6%[46.1 µM]	9.3%
COc1cccc(C2C3=C(CC(C)(C)CC3=O)Nc3cc4c(cc32)OCO4)c1 (stereo not given)	-3.1%	u	-2.1%	-1.0%	u	-1.8%	-17.8%[46.1 µM]	9.7%
CN(C)S(=O)(=O)c1cccc(C(=O)NCC2CCCO2)c1 (stereo not given)	7.0%	5.3%	-6.6%	-1.1%	3.8%	-6.2%	-10.0%[46.1 µM]	3.1%
CCOc1cc(/C=N/N=C2/NC(=O)C(CC(=O)O)S2)ccc1OS(=O)(=O)c1ccc(C)cc1 (stereo not given)	-1.7%	-2.7%	-7.5%	1.5%	-10.6%	-0.1%	6.1%	0.0%
CCOC(=O)c1cnn(Cc2ccccc2)c1N	9.9%	4.2%	6.0%	0.0%	-4.9%	-4.8%	-10.1%[46.1 µM]	0.4%
COc1cc2oc3cc(C)oc(=O)c3c2cc1OC	-17.0%	0.2%	-2.6%	1.1%	-6.6%	1.1%	-8.5%	4.8%
Cc1c(NC(=O)CSc2ncn[nH]2)c(=O)n(-c2ccccc2)n1C	10.9%	-6.8%	5.8%	0.0%	0.0%	-4.0%	-4.6%[46.1 µM]	6.3%
O=C(CN(Cc1ccccc1)S(=O)(=O)c1ccc(Br)cc1)N/N=C/c1ccccc1C(=O)O	-2.7%	-4.9%	-5.0%	-1.4%	1.7%	-3.1%	8.5%[7.67 µM]	-3.3%
CC(=O)Nc1ccc(C)cc1-c1nc2ccccc2n(CC(=O)Nc2cc(Cl)ccc2C)c1=O	x	5.4%	2.5%	-5.4%	4.8%	-1.6%	x	x
CC(C(=O)NC1CCCC1)N(c1ccc(Oc2ccccc2)cc1)S(C)(=O)=O (stereo not given)	4.3%	1.2%	-6.3%	0.1%	-0.3%	-7.8%	-10.1%	-7.0%
CCn1cc([N+](=O)[O-])c(C(=O)Nc2ccn(Cc3ccccc3)n2)n1	5.8%	4.0%	4.3%	-1.0%	-5.1%	-1.0%	3.9%	1.2%
Cc1ccc(S(=O)(=O)N(C)CC(=O)OCC(=O)NC(=O)Nc2ccc3c(c2)OCCO3)cc1	3.8%	4.2%	-11.4%	2.8%	-16.9%	0.0%	2.1%	3.7%
O=C(c1ccc2c(c1)OCO2)N(CC1CCCO1)C1(C(=O)NC2CCCCC2)CCCCC1 (stereo not given)	4.0%	5.5%	-22.5%	-2.8%	-6.9%	1.8%	-7.9%[46.1 µM]	5.6%
COc1ccccc1N1CCN(S(=O)(=O)c2cc(C(F)(F)F)cc(C(F)(F)F)c2)CC1	8.1%	-7.9%	3.8%	-1.3%	-21.6%	-5.3%	40.9%	13.9%
CSc1nnc(-c2ccccc2SC)o1	15.8%	-5.8%	-0.3%	1.1%	2.1%	-5.4%	-7.6%	9.0%
O=C(Nc1ccccc1Br)C1CCN(C(=O)Cc2ccccc2)CC1	10.0%	-3.1%	1.1%	1.1%	1.4%	-0.8%	13.2%	1.7%
COCCCn1c(SCC(=O)Nc2ccc(OC)cc2)nc2c(sc3ccccc32)c1=O	x	0.3%	-2.4%	1.4%	-12.0%	-2.1%	x	x
O=C(Cn1nc(-c2ccc3c(c2)OCCO3)ccc1=O)Nc1ccc(-n2cnnn2)cc1	7.0%	-19.0%	-2.7%	1.1%	-8.8%	-1.3%	5.0%	-6.4%
COc1ccc(-n2cc(C(=O)c3cc4ccccc4oc3=O)c(C(C)=O)n2)cc1	6.5%	u	-3.7%	0.0%	-19.4%	-8.8%	-9.1%[46.1 µM]	2.8%
